# SR-BI DiI inh – inhibitors of mouse SR-BI mediated HDL lipid uptake; ldlA[mSR-BI] CHO cells, DiI-HDL uptake fluorescence, 3 h; Q61009; actives 0.96% (n = 320,000); inhibition, % at 12.5 µM; AID 488896;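 active means mean replicate inhibition of at least 70% and a set share of replicates each scoring 70 or more; inconclusive means meets just one of the two criteria; inactive means fails both criteria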;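 further: 0% = median of neutral control wells and 100% = median of positive control wells; values of inactives mirror those of a sister screen read the other way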
# Target sequence (Q61009 whole entry, looked up): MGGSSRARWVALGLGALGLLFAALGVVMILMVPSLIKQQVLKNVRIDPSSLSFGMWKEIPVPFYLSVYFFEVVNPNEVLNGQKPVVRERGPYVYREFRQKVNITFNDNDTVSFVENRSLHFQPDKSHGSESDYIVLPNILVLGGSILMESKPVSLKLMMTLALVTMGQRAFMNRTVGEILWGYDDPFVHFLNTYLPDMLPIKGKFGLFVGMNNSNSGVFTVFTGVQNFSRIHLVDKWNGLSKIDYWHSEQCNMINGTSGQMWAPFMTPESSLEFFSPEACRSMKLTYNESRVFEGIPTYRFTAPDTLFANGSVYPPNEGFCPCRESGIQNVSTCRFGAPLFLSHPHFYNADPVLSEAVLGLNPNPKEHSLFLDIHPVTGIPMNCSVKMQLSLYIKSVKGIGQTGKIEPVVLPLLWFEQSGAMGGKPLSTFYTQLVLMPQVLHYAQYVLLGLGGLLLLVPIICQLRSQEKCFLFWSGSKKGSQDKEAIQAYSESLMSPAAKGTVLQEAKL
# dFosB activator – enhances mouse delta FosB homodimer DNA binding; P13346; purified delta FosB, TAMRA-CDK5 oligo fluorescence polarization; percent of positive-control signal above neutral wells; activation, % at 25 µM; actives 0.99% (n = 340,000); AID 493131;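 active means mean activation above about 17%, with every replicate also reaching it, limit read from the data, passing the limit was not always enough; inconclusive means only one of the two conditions met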;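 further: fluorescence polarization rise as delta FosB binds a TAMRA Cdk5 AP-1 oligo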
# Rtt109 HAT inh – blocks Candida albicans Rtt109/Vps75 acetyltransferase activity; Q5AAJ8; purified Rtt109/Vps75, ThioGlo CoA-SH fluorescence, 4 h; inhibition, % at 34.9 µM; actives 0.16% (n = 330,000);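 active means inhibition of at least 50% in every replicate; inconclusive means best replicate reaches 50% inhibition but some replicates fall short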
# Target sequence (Q5AAJ8 whole entry, looked up): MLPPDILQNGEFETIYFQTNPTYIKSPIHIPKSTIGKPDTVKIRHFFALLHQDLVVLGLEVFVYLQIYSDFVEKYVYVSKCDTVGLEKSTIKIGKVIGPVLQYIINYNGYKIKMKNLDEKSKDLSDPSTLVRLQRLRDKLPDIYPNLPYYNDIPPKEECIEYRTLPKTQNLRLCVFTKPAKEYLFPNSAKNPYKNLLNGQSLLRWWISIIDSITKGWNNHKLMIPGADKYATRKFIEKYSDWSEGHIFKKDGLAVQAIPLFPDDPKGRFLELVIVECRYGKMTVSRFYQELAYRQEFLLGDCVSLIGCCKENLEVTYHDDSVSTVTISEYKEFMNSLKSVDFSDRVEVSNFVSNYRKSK
# PvdQ inh – P. aeruginosa PvdQ acylase inhibition. purified PvdQ acylase, fluorescence plate reader. inhibition, % at 10 µM. actives 0.063% (n = 340,000). AID 488965; in the data active means inhibition above about 30%, passing the limit was not always enough; inconclusive means no clear call, values can overlap the other calls;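 further: 0% = vehicle neutral wells and 100% = reference inhibitor wells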
# SR-BI DiI-HDL act – SR-BI HDL lipid transfer activation; activation, % at 12.5 µM; CHO ldlA[mSR-BI] cells, DiI-HDL uptake fluorescence, 3 h; 100 = double the neutral-control signal; actives 0.096% (n = 320,000);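 active means mean replicate activation of at least 60% and every replicate at or above 60%; inconclusive means mean or all-replicate condition met, but not both; inactive means mean below 60% and not all replicates reaching 60%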;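 further: 0% = median plate neutral-control signal and 100% = twice that signal; values of inactives mirror those of a sister screen read the other way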
#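 Material: SR-BI-overexpressing, LDLR-lacking CHO cells | Dosing: Single compound concentration, delivered by pin transfer | Probe or stimulus: Labelled HDL, 10 µg/mL | Signal: Bottom-read cell fluorescence after medium removal, ex 550/em 595 nm | Schedule: 3 h, 37 °C | Evaluation: HDL uptake via cellular fluorescence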
# MITF TRPM1 HTS – activators of MITF-driven TRPM1 promoter activity in SK-MEL-5 cells; SK-MEL-5 TRPM1-promoter luciferase, 24 h; % of positive control, neutral wells = 0; actives 0.75% (n = 300,000); activation, % at 12.5 µM;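 active means mean activation of at least 80% with every replicate also reaching 80%; inconclusive means mean reaches 80% but some replicate falls short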;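 further: 0% = neutral control wells and 100% = parthenolide positive control wells; values of inactives mirror those of a sister screen read the other way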
# PfHsp90 set2 – inhibits growth of yeast expressing Plasmodium falciparum Hsp90 | AID 504621 | actives 0.32% (n = 310,000) | inhibition, % at 9.4 µM | S. cerevisiae expressing PfHsp90, BacTiter-Glo ATP, 48 h; yeast lacking PDR1 and PDR3 efflux regulators;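 active means every replicate shows inhibition above about 80%, whatever the replicate mean, limit read from the data; inconclusive means mean inhibition reaches the set limit but some replicate falls short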;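 further: 0% = DMSO neutral controls and 100% = 20 µM radicicol positive controls; yeast relying on Plasmodium falciparum Hsp90 in place of its own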
# CAL PDZ FP-1 – human CAL PDZ-peptide interaction inhibition | Q9HD26 | purified CAL PDZ, TMR-peptide fluorescence polarization, 1 h | inhibition, % at 20 µM | actives 0.02% (n = 330,000) | AID 504414;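 active means highest replicate inhibition of at least 40%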;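 further: plate controls were DMSO neutral control wells for no effect and unlabeled competitor peptide control wells for full effect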
#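 Test system: purified CerCALP PDZ construct; Compound dosing: one concentration, 20 µM compound; Also added: TMR-labelled reporter peptide T*-PRC34 bound in PDZ groove; Read-out: inhibition from polarization loss; Controls: unlabelled peptide and DMSO controls; Signal: FP readout, S and P plane fluorescence; Incubation: 1 h at RT.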
# NSD2 HMT inh – NSD2 (human) methyltransferase inhibition; inhibition, % at 12.5 µM; NSD2 peptide methylation, AlphaScreen, 120 min; actives 0.54% (n = 310,000); O96028; in the data active means inhibition above about 50%
# CAL PDZ FP-2 – CAL PDZ (human) peptide binding inhibition; Q9HD26; purified CAL PDZ, TMR-peptide fluorescence polarization, 1 h; inhibition, % at 24.9 µM; actives 0.92% (n = 300,000); AID 602252;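 active means mean inhibition of at least 30% with at least half of replicates also reaching 30%; inconclusive means no clear call, values can overlap the other calls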;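 further: 0% = DMSO neutral control and 100% = excess unlabeled competitor peptide PRC23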
# Active calls of the source: *; ? = inconclusive; . = not tested or not shown; & = joins results of further samples.
SMILES,SR-BI DiI inh,dFosB activator,Rtt109 HAT inh,PvdQ inh,SR-BI DiI-HDL act,MITF TRPM1 HTS,PfHsp90 set2,CAL PDZ FP-1,NSD2 HMT inh,CAL PDZ FP-2
CCOC(=O)C1(CCOC)CCN(C(=O)c2sccc2C)CC1,.,-1,7,1,.,-6,0,-1.1,-5,1
CN(CC(=O)NCc1ccccn1)S(=O)(=O)c1ccc(Cl)cc1,-12,0,-3,-13,12,1,8,0.0,-6,0
COc1cccc(N2CCN(C(=O)CCNS(=O)(=O)c3ccc4c(c3)c(=O)n(C)c(=O)n4C)CC2)c1,-3,0,-14,6,3,-3,1,0.3,-2,.
COCCNC(=O)c1cc(-c2ccc(OC)c(OC)c2)on1,-32,1,1,-6,32,12,2,-4.1,.,-15
CCOc1cc2c3c(c1)C1(Nc4ccccc4S1)C(=O)N3C(C)(C)CC2C (stereo unspecified),60,-25,-5,-1,-60,7,5,-0.8,8,.
CC1(CCC(=O)N2CCCC(N3CCN(c4ccc(F)cc4)CC3)C2)CC1 (stereo unspecified),58,-7,-4,-21,-58,-5,1,0.3,3,-1
O=C(NC1CC1)C1=C[C@H](C2CC2)C[C@H](OCCCCO)O1,-17,9,8,-13,17,15,-41,0.5,.,-1
O=C1c2ccccc2C(=O)N1C/C=C/c1ccccc1,-22,2,6,-17,22,11,-13,-0.6,-1,0
Cc1ccc(NC(=O)CN2CC(C)SC2=NC2CCCCC2)cc1 (stereo unspecified),-4&-6,-8&-5,20&17,3&-8,4&6,9,-15&-13,-0.1&-0.7,-36,5
CCC(=O)Nc1ccc(Cl)c(NC(=O)c2ccc([N+](=O)[O-])cc2)c1,53,6,11,-7,-53,-2,-21,-0.4,-1,0
Brc1ccc(N=C/C=C/C=C/Nc2ccc(Br)cc2)cc1,9,-6,.,1,-9,-15,9,-1.6,.,-2
Cc1ccccc1C(=O)N1CCN(c2ccc(NC(=O)c3ccc([N+](=O)[O-])o3)cc2)CC1,-15,-8,8,2,15,-81,11,0.2,-1,-1
Cc1cccc2c(N=Nc3ccccc3)c(O)[nH]c12,.,0,7,-17,.,65,-23,0.7,-1,-1
O=C(NNC1CC(c2ccccc2)=NN1C(=O)c1ccccc1)c1ccccc1 (stereo unspecified),15,-5,-5,0,-15,-1,31,0.8,0,-4
COc1cccc(C2Nc3ccccc3NC3=C2C(=O)CC(C)(C)C3)c1OC (stereo unspecified),.,-9,0,-11,.,-8,-21,0.0,-1,.
O=C(O)CC1(CC(=O)N2CCOCC2)CCCC1,.,0,-7,-10,.,-11,-12,-3.8,1,0
COc1ccc2oc(C(=O)OCC(=O)N3CCN(S(=O)(=O)c4ccccc4)CC3)c(C)c2c1,24,6,.,-12,-24,1,-3,-0.9,1,-5
COc1cccc(OC)c1C(=O)Nc1cc2c(cc1N1CCOCC1)n(C)c(=O)n2C,3,-8,-1,-11,-3,6,10,-1.2,18,-2
Cc1cc(/C=C2/SC(=S)N(c3ccc([N+](=O)[O-])cc3)C2=O)c(C)n1-c1cccnc1,66,-25,.,3,-66,-50,-14,-0.7,.,-5
Cc1ccc(-c2noc(CCC(=O)NC3CCCc4ccccc43)n2)cc1 (stereo unspecified),-13,?,11,-5,13,.,-20,0.3,.,-4
Cc1ccc(-c2cc3nc(-c4ccccc4)cc(N4CCC5(CC4)OCCO5)n3n2)cc1,42,-6,-13,-51,-42,-1,-15,0.1,-2,21
C#CCOCCOCCOCCNc1nc(N2CCN(C(=O)[C@H]([C@@H](C)CC)n3cc([C@@H](N)CC(C)C)nn3)CC2)nc(N2CCN(C(=O)[C@H]([C@@H](C)CC)n3cc([C@@H](N)CC(C)C)nn3)CC2)n1,-27,31*,-8,-4,27,6,15,0.8,.,0
CCOc1ccc(N(CC(=O)NCC2CCCO2)S(=O)(=O)c2ccc(SC)cc2)cc1 (stereo unspecified),-26,2,3,7,26,9,9,-0.8,7,-1
Cc1ccc(-n2c3c(c(=O)[nH]c2=O)C(C(F)(F)F)(C(F)(F)F)NC(=O)N3)cc1,9,-3,13,12,-9,3,.,0.6,-2,-1
CCc1ccccc1NC1Nc2cc(C)nn2S1 (stereo unspecified),4,-3,9,-14,-4,-1,-36,-0.3,34,2
CSC1=N/C(=C\c2ccccc2Cl)C(=O)N1N(C)C,-14,-2,7,-12,14,12,15,0.0,-2,.
COC(=O)c1nnn(-c2nonc2N)c1COc1ccc(C=O)cc1OC,.,-8,-6,-13,.,6,2,-1.7,0,-4
O=C(NCC1(c2ccccc2)CCOCC1)c1cccs1,-58,-2,-2,14,58,-7,.,-0.3,-2,-3
Cn1c(NC(=O)/C=C/c2c(F)cccc2Cl)cc(=O)n(C)c1=O,0,7,-5,11,0,-5,4,0.2,0,3
Cn1nc(C(=O)NC2CCCN(Cc3ccccc3F)C2)c2ccccc2c1=O (stereo unspecified),-33,-8,1,-3,.,2,-7,-1.2,2,.
CCOC(=O)C(C(=O)OCC)N(C#N)c1nc(OC)nc(N(C)C)n1,14,6,-2,2,-14,9,7,2.0,-2,1
COc1ccc2[nH]c(=O)c(CN(CC3CCCO3)S(=O)(=O)c3ccccc3)cc2c1 (stereo unspecified),3,-9,2,-3,-3,-6,-50,-2.5,-1,-3
Cc1ccc(SCc2nnc(N)s2)cc1,-12,8,9,-5,12,1,-5,.,0,-3
COCCNC(=O)C1CC(c2ccc([N+](=O)[O-])cc2)=NO1 (stereo unspecified),-2,6,-8,-7,2,10,-41,-1.1,.,-2
O=S(=O)(NCC1CCCO1)c1ccc(S(=O)(=O)N(Cc2ccc(F)cc2)C2CCCCC2)cc1 (stereo unspecified),-21,-9,-2,-16,21,3,-10,-3.2,-3,.
O=C(NCc1ccc(OC(F)(F)F)cc1)C1CC2Cn3c(nc4ccccc43)C2N1Cc1ccccc1 (stereo unspecified),29,-3,-3,-19,-29,-8,-19,0.4,.,-3
S=C(Nc1ccc2cn[nH]c2c1)Nc1ccc(Cl)cc1Cl,33,-11,22,-10,-33,13,-7,-0.3,0,.
CCOc1ccc(NC(=O)COC(=O)C2CC2C)cc1 (stereo unspecified),-15,0,-8,-17,15,21,34,-1.0,.,-3
O=C(CSc1ccccc1)NNC(=O)c1ccncc1,-1,2,-1,6,1,11,.,-1.3,-1,4
COc1ccc(CCC(C)Nc2ccc(F)c(F)c2)cc1 (stereo unspecified),-8,1,-7,-7,8,7,-3,-0.9,4,0

# Part of the list above in order of heavy-atom count, rising.
SMILES,SR-BI DiI inh,dFosB activator,Rtt109 HAT inh,PvdQ inh,SR-BI DiI-HDL act,MITF TRPM1 HTS,PfHsp90 set2,CAL PDZ FP-1,NSD2 HMT inh,CAL PDZ FP-2
Cc1ccc(SCc2nnc(N)s2)cc1,-12,8,9,-5,12,1,-5,.,0,-3
O=C(CSc1ccccc1)NNC(=O)c1ccncc1,-1,2,-1,6,1,11,.,-1.3,-1,4
S=C(Nc1ccc2cn[nH]c2c1)Nc1ccc(Cl)cc1Cl,33,-11,22,-10,-33,13,-7,-0.3,0,.
CCOC(=O)C(C(=O)OCC)N(C#N)c1nc(OC)nc(N(C)C)n1,14,6,-2,2,-14,9,7,2.0,-2,1
Cn1nc(C(=O)NC2CCCN(Cc3ccccc3F)C2)c2ccccc2c1=O (stereo unspecified),-33,-8,1,-3,.,2,-7,-1.2,2,.
COc1ccc2[nH]c(=O)c(CN(CC3CCCO3)S(=O)(=O)c3ccccc3)cc2c1 (stereo unspecified),3,-9,2,-3,-3,-6,-50,-2.5,-1,-3
O=S(=O)(NCC1CCCO1)c1ccc(S(=O)(=O)N(Cc2ccc(F)cc2)C2CCCCC2)cc1 (stereo unspecified),-21,-9,-2,-16,21,3,-10,-3.2,-3,.
O=C(NCc1ccc(OC(F)(F)F)cc1)C1CC2Cn3c(nc4ccccc43)C2N1Cc1ccccc1 (stereo unspecified),29,-3,-3,-19,-29,-8,-19,0.4,.,-3

# Next entries:
SMILES,SR-BI DiI inh,dFosB activator,Rtt109 HAT inh,PvdQ inh,SR-BI DiI-HDL act,MITF TRPM1 HTS,PfHsp90 set2,CAL PDZ FP-1,NSD2 HMT inh,CAL PDZ FP-2
CCOC(=O)N1CCN(C2OC(=O)c3ccccc32)CC1 (stereo unspecified),-5,-4,5,4,5,10,-5,-0.1,.,1
COc1cc(-c2nc(CN3CCN(CC(C)C)C(=O)[C@@H]3C)c(C)o2)ccc1F,29,-14,.,-14,-29,-1,9,-2.8,3,0
COc1ccc(OC)c(S(=O)(=O)N2CCC(c3nc4ccccc4[nH]3)CC2)c1,9,-8,7,2,-9,-3,9,-1.4,-1,2
COc1ccc(NS(=O)(=O)c2ccc3c(c2)CCCN3C(C)=O)cc1,-5,-3,-5,-9,5,-11,-9,0.2,0,8
COc1ccc(-c2cc(C(=O)N(C)Cc3ccc(F)cc3)c3ccccc3n2)cc1OC,57,-8,7,4,-57,14,7,-1.6,-6,-4
COc1ccccc1NC(=O)Oc1ccc(C(C)=O)cc1,41,4,-9,-16,-41,-5,10,.,0,-2
CCOCCCNC(=O)C1(O)c2ccccc2NC(=O)N1c1ccc(Cl)c(Cl)c1 (stereo unspecified),-11,-5,10,-15,11,-7,6,0.1,2,-3
COc1ccc(C2C=C(C)Nc3nc4ccccc4n32)cc1 (stereo unspecified),6,-1,-10,-7,-6,18,12,-0.9,-1,-5
C[C@@H](C(=O)Nc1ccc2ccccc2c1)[C@@H]1C[C@@]1(C)[C@@H](NC(=O)OCc1ccccc1)c1ccccc1,22,-1,4,-12,-22,1,-9,-0.3,.,-2
COc1cccc(COC(=O)c2cc(S(=O)(=O)N3CCCCC3)ccc2N2CCOCC2)c1OC,-1,1,-5,-10,1,3,-1,-0.7,-2,0
CC(=O)c1c(N2CCN(C)CC2)nc(=S)n(-c2cc(C)ccc2C)c1C,-2,-7,.,-7,2,-14,15,-2.3,1,-2
CN(C)/C=N/c1nc(Sc2ccc(C(F)(F)F)cc2[N+](=O)[O-])n[nH]1,-22,-8,6,-15,22,2,-1,-1.1,.,-8
